# GLP1R ag = activates the human GLP-1 receptor | P43220 | HEK293 GLP-1R CRE-luciferase, luminescence, 4-6 h; cells express a hypersensitive GLP-1R form | Potency, µM (titrated, usually from 45.6 µM), inactives show top-dose activation, most hits filed as activators | hit rate 0.007% among 380,000; further: potency means the concentration at half of the fitted maximal effect; % of control where 0% means no effect
# PTHR1 ag = agonists of human PTHR1 parathyroid hormone receptor. Q03431. HEK293 GP2 PTHR1 cells, GloSensor cAMP luminescence, 1 h. Potency, µM (series often up to 115 µM), inactives show top-dose activation, most hits filed as activators. hit rate 0.075% among 410,000; further: potency means the concentration at half of the fitted maximal effect; nearly all actives have a fitted effect of over 55% in size; some results filed as inactive show a strong effect at the top dose; inactives centre near -15; many of its hits are not listed in these tables
# Target sequence (Q03431 whole entry, looked up): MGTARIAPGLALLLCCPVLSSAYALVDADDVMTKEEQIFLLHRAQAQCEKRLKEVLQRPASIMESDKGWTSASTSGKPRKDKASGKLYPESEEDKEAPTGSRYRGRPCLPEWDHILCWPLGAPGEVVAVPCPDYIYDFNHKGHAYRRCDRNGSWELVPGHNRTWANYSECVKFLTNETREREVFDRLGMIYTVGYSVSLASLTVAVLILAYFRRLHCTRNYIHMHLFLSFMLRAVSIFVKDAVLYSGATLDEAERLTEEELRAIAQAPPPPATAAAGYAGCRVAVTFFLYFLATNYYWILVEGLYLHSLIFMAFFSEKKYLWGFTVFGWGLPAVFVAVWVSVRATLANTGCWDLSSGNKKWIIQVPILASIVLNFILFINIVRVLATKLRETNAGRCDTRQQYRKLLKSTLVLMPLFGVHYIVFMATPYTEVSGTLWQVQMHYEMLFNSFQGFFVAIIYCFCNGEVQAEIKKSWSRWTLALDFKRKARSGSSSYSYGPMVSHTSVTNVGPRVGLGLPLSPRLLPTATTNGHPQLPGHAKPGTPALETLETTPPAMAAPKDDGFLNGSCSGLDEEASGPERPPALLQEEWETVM
#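 HEK-293-derived GP2 cells expressing PTHR1 and a GloSensor cAMP reporter, 3,000/well, plated overnight, given luciferin plus IBMX (each 0.5 mM as added) for 1 h at 37 °C, then compound for 1 h at 37 °C. Luminescence was read after 15 min at room temperature.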
# Akt phos inh = blocks phosphorylation of Akt | Neuro2A IGF-stimulated pAkt S473 HTRF, 20 min; active compounds read low | activity change, % for hits at 50 µM | hit rate 0.32% among 360,000; in the data active means activity change below about -80%; inconclusive means mostly about -51% to -80%; further: on the % scale 0 is the no-effect control and ±100 the full control effect
#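 Neuro2A cells (4,500/well, DMEM with 0.5% FBS) were treated with compound at a single 50 µM final concentration, stimulated with 6 nM IGF for 20 min at 37 °C, and lysed. Phospho-Akt Ser473 was read by HTRF as 665/615 ratio ×10^4.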
# FUS suppressor = FUS proteinopathy suppression in yeast; S. cerevisiae FUS-expressing, growth rescue, OD600, 24 h; Potency, µM (titrated, usually from 76.6 µM), for inactives: top-dose growth rescue (activation), usual class: activators; hit rate 0.24% among 390,000; AID 1347120;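 further: potency means the concentration at half of the fitted maximal effect; plate controls were DMSO vehicle for no effect and reference control for full effect; nearly all actives have a fitted effect of over 55% in size; some results filed as inactive show a strong effect at the top dose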
#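 Galactose (2%) drives FUS expression in yeast precultured in raffinose; seeding density OD 0.005. Test compounds incubated 24hr at 30C and 99% humidity before absorbance at 600 nm was measured.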
# aSyn rescue = rescues yeast growth from alpha-synuclein toxicity; Yeast expressing alpha-synuclein, growth rescue, BacTiter-Glo, 24 h; hit rate 0.14% among 370,000; Potency, µM (series often up to 46.1 µM), inactives show top-dose growth rescue (activation), actives largely listed as activators; further: potency means the concentration at half of the fitted maximal effect; % of control where 0% means no effect; nearly all actives have a fitted effect of over 65% in size
#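 Readout is rescue of growth in alpha-synuclein-expressing yeast, so inhibitors of toxicity appear as activators. Growth after 24 hr at 30 deg C in galactose medium is quantified by luminescence.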
# TDP-43 yeast inh = TDP-43 toxicity inhibition in yeast. Potency, µM (highest dose often 46.1 µM), without a hit: at the top dose growth rescue (activation), usual class: activators. TDP-43 expressing yeast growth rescue, BacTiter-Glo, 24 h. hit rate 1.8% among 410,000; further: potency means the concentration at half of the fitted maximal effect; % of control where 0% means no effect; nearly all actives have a fitted effect of over 50% in size
#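 Growth rescue of TDP-43-toxic yeast measured as ATP luminescence (BacTiter-Glo). Cells grown to mid-log in raffinose, induced in galactose at OD600=0.02, exposed to compound 24 hr at 30 deg C.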
# GLP1R inv ag = acts as inverse agonist at human GLP-1 receptor. P43220. Potency, µM (top dose mostly 38.3 µM), without a hit: at the highest dose activity change, negative = inhibition, most hits filed as inhibitors. hit rate 1.6% among 410,000. HEK293 GLP-1R CRE-luciferase, luminescence, 24 h; GLP-1R form is constitutively active. AID 624417; further: potency means the concentration at half of the fitted maximal effect; on the % scale 0 is the no-effect control and ±100 the full control effect; nearly all actives have a fitted effect of over 55% in size
#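 HEK293 cells stably co-expressing constitutively active GLP-1R and a cAMP-responsive luciferase reporter were seeded in DMEM with 10% Nu serum, given compounds after 12 h, and incubated 24 h at 37 deg C. Luminescence was then read.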
# Abeta rescue = compounds reversing amyloid beta toxicity in yeast; yeast expressing A-beta42, growth rescue, OD600, 48 h; response scale: 0% DMSO, 100% iron-clioquinol control; Potency, µM (series often up to 46.1 µM), without a hit: at the highest dose growth rescue, actives largely listed as activators; hit rate 0.063% among 410,000; AID 1347071; further: potency means the concentration at half of the fitted maximal effect; nearly all actives have a fitted effect of over 55% in size
#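 Yeast growth medium received pinned compounds, then yeast cells expressing toxic A-beta were added; plates incubated at 30 C for 48 hr. Growth read as absorbance at 600 nm, normalized to DMSO and equimolar FeCl3 plus clioquinol controls.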
# DRD3 antagonist = D3 dopamine receptor (human) antagonism | P35462 | D3R cells, DiscoveRx beta-arrestin luminescence, antagonist mode; active compounds read low | max response, negative = inhibition, % | hit rate 2.5% among 360,000; in the data active means max response below about -50%; inconclusive means no clear call, values can overlap the other calls; further: on the % scale 0 is the no-effect control and ±100 the full control effect; mostly tested at two doses, the higher about 12 µM
# Target sequence (P35462 whole entry, looked up): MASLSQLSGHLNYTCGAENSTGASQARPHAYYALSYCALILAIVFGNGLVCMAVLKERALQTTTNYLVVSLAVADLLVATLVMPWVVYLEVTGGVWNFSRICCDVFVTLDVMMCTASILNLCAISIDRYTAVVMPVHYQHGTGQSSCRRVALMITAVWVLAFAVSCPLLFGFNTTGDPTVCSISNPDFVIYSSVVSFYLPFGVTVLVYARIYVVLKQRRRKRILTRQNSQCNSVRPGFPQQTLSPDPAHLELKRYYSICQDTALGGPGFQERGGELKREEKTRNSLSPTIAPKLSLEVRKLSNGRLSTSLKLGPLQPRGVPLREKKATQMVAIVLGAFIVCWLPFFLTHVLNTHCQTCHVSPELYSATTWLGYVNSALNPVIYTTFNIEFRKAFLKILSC
#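 Cells plated overnight at 1500 cells/well, then exposed to library compounds with dopamine controls for 90 minutes at 37 degrees C. DiscoveRx reagent added for 30–60 minutes at room temperature; luminescence read, quantitative HTS format.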
# An asterisk follows results filed as active; i = inactive; ? = inconclusive; · = not tested or not shown; & = joins results of further samples; [ ] = dose if it differs, or a comment. Unless noted, the call rests on the fitted dose curve; in most records, active means well fitted curve in the direction sought with a large enough effect; inconclusive means small, poorly fitted or top-dose-only effect, or another doubt; inactive means no such curve, though single readings can be large; an effect the other way counts as inactive or inconclusive.
SMILES,GLP1R ag,PTHR1 ag,Akt phos inh,FUS suppressor,aSyn rescue,TDP-43 yeast inh,GLP1R inv ag,Abeta rescue,DRD3 antagonist
C/C(=N\Nc1ccc(C)c(Cl)c1)c1ccncc1,11%,-22%,i,55%,-3%,-28%,?,-20%,5
COC(=O)c1nn(-c2ccccc2)c(=O)cc1Sc1ccc(Cl)cc1,3%,i,i,0%,2%,0%,17%,-3%,8
CC(C)(C)c1ccc(OCC(=O)N2CCC(c3nc4ccccc4s3)CC2)cc1,·,-6%,·,-9%,·,20%,-5%,-6%,·
Cc1nc(C)n(C(=O)N(c2ccccc2)c2ccccc2)n1,0%,i,i,11%,-2%,4%,15%,1%,4
O=C(c1ccncc1)N1CCCC(N2CCN(c3ccc(F)cc3)CC2)C1 (stereo not given),-10%,-33%[inhibitor],i,19%,-2%,2%,1%,-10%,15
OCCN1CNC(=S)NC1,-1%,-12%,i,-18%,-4%,-2%,9%,-4%,42
CCc1ccc(C(=O)c2cn(CC(=O)Nc3ccc(OC)cc3OC)c3ccc(CC)cc3c2=O)cc1,·,?,·,35%,·,2%,-15%,-9%,·
CC(=O)c1ccc(NC(=O)c2noc3c2CCc2ccccc2-3)cc1,·,i,·,-11%,·,?,10%,0%,·
Cc1c(NC(=O)/C=C/c2ccc(S(=O)(=O)N3CCOCC3)cc2)c(=O)n(-c2ccccc2)n1C,6%,-2%,i,3%,3%,-23%,11%,-7%,2
COc1cccc(C(=O)Nc2nnc(S(=O)(=O)N(C)Cc3ccccc3)s2)c1,-5%,-33%[inhibitor],i,9%,2%,6%,-4%,-4%,2
c1ccc(-c2nnc3sc(-c4ccncc4)nn23)cc1,22%,-41%[inhibitor],i,11%,-6%,-16%,0%,-16%,-25
O=C(C1CCCCC1)N(Cc1cccnc1)c1nc2c(F)cccc2s1,·,?,·,39%,·,?,8.9µM*,-62%[inhibitor],·
CCn1ncc(S(=O)(=O)NCc2ccco2)c1C,-2%,i,i,-10%,1%,12%,7%,-16%,8
COCCCn1c(=O)c2sccc2n2c(CCCC(=O)N(C)Cc3ccco3)nnc12,23%,i,i,-1%,-1%,-9%,18%,9%,3
CSc1ccccc1NC(=O)CCS(=O)(=O)c1nc(-c2cccs2)cc(C(F)(F)F)n1,·,-3%,·,-9%,·,22%,8%,4%,·
CCO/C=C/C(=O)N(C)CCC#N,-12%,-22%,i,-28%,-8%,29%,-9%,0%,-8
COc1cc(C(N)=O)cc(Br)c1OCc1ccccc1,26%,-4%,i,·,2%,?,?,-5%,4
C/C=C/C(=O)Nc1cccc(C2=NOC3(C2)C[C@@H](C(N)=O)N(C(=O)C(c2ccccc2)c2ccccc2)C3)c1 (stereo not given in full),8%,i,i,?,-4%,11%,-16%,2%,-2
COc1ccc(OC)c(C2=CC(=O)C[C@H](c3ccc(F)cc3)C2)c1,13%,-35%[inhibitor],i,28%,15%,?,?,-17%,5
CCOc1ccc(C(=O)OC(C)CN2CCN(C)CC2)cc1 (stereo not given),3%,i,i,30%,-2%,12%,-19%,4%,-19

# Reprinted from above, 11 compounds:
SMILES,GLP1R ag,PTHR1 ag,Akt phos inh,FUS suppressor,aSyn rescue,TDP-43 yeast inh,GLP1R inv ag,Abeta rescue,DRD3 antagonist
COc1cccc(C(=O)Nc2nnc(S(=O)(=O)N(C)Cc3ccccc3)s2)c1,-5%,-33%[inhibitor],i,9%,2%,6%,-4%,-4%,2
c1ccc(-c2nnc3sc(-c4ccncc4)nn23)cc1,22%,-41%[inhibitor],i,11%,-6%,-16%,0%,-16%,-25
O=C(C1CCCCC1)N(Cc1cccnc1)c1nc2c(F)cccc2s1,·,?,·,39%,·,?,8.9µM*,-62%[inhibitor],·
CCn1ncc(S(=O)(=O)NCc2ccco2)c1C,-2%,i,i,-10%,1%,12%,7%,-16%,8
COCCCn1c(=O)c2sccc2n2c(CCCC(=O)N(C)Cc3ccco3)nnc12,23%,i,i,-1%,-1%,-9%,18%,9%,3
CSc1ccccc1NC(=O)CCS(=O)(=O)c1nc(-c2cccs2)cc(C(F)(F)F)n1,·,-3%,·,-9%,·,22%,8%,4%,·
CCO/C=C/C(=O)N(C)CCC#N,-12%,-22%,i,-28%,-8%,29%,-9%,0%,-8
COc1cc(C(N)=O)cc(Br)c1OCc1ccccc1,26%,-4%,i,·,2%,?,?,-5%,4
C/C=C/C(=O)Nc1cccc(C2=NOC3(C2)C[C@@H](C(N)=O)N(C(=O)C(c2ccccc2)c2ccccc2)C3)c1 (stereo not given in full),8%,i,i,?,-4%,11%,-16%,2%,-2
COc1ccc(OC)c(C2=CC(=O)C[C@H](c3ccc(F)cc3)C2)c1,13%,-35%[inhibitor],i,28%,15%,?,?,-17%,5
CCOc1ccc(C(=O)OC(C)CN2CCN(C)CC2)cc1 (stereo not given),3%,i,i,30%,-2%,12%,-19%,4%,-19

# More entries follow:
SMILES,GLP1R ag,PTHR1 ag,Akt phos inh,FUS suppressor,aSyn rescue,TDP-43 yeast inh,GLP1R inv ag,Abeta rescue,DRD3 antagonist
N#Cc1nc(-c2ccco2)oc1N1CCC(Cc2ccccc2)CC1,4%,-11%[57.5 µM],i,24%,2%,11%,0%,27%,21
O=S(=O)(NCC1CCCO1)c1ccc(Cl)cc1 (stereo not given),9%,i,i,-22%,2%,-2%,16%,10%,5
O=C(CCCCCN1C(=O)c2cccc3cccc(c23)C1=O)NC1CCS(=O)(=O)C1 (stereo not given),-1%,-7%,i,11%,6%,-30%,63%[activator],-6%,8
Cc1ccc(C)c(NC(=O)COC(=O)c2cc3ccccc3oc2=O)c1,-3%,i,i,25%,2%[1.84 µM],18%,3%,-4%,12
O=C(COc1ccc(Cl)cc1Cl)NCCSc1ccc(Cl)cc1,5%,-19%,i,-9%,4%,13%,-25%,5%,14
N#Cc1c(-c2ccco2)nc(SCC(=O)Nc2cccc(Cl)c2)[nH]c1=O,0%,i,i,32%,3%,-11%,-15%,-9%,-23
Cc1ccc(C(=O)NCCc2ccccn2)cc1S(=O)(=O)N1CCOCC1,0%,0%,i,5%,1%,-6%,5%,-2%,5
CNC(=S)N=Nc1c(O)[nH]c2ccc(C(C)C)cc12,-10%,-83%[inhibitor],i,·,8%,?,?,7%,-14
CCCCCCCCN1C(=O)[C@H](CC(=O)N2CCN(C(=O)c3ccco3)CC2)C[C@@]2(C(=O)OC)CCCCC=C12,-3%,-15%,i,?,11%,14µM*,?,6%,-4
CC(C)Cn1c(N)c(C(=O)COC(=O)c2cccnc2Cl)c(=O)n(C)c1=O,17%,i,i,-22%,0%,3%,-2%,6%,24
O=C(O)c1cc(NS(=O)(=O)c2cccs2)cc(NS(=O)(=O)c2cccs2)c1,-8%,i,i,·,5%,20%,-32%,0%,6
COc1ccc(-c2noc(CSCC(=O)Nc3cc(OC)c(OC)c(OC)c3)n2)cc1OC,·,i,·,3%,·,22%,6%,-15%,·
O=C(c1ccco1)N1CCN(C(=O)C(Sc2ccccc2)c2ccccc2)CC1 (stereo not given),-3%,-2%[57.5 µM],i,18%,27%,-2%,9%,-4%,-21
COc1ccc(C2=NN(S(C)(=O)=O)C(c3cn(-c4ccccc4)nc3-c3cccs3)C2)cc1 (stereo not given),·,i,·,7%,·,26%,7%,-17%,·
Cc1cc(/C=C2\SC(=S)NC2=O)cc(C)c1O,4%,i,i,-19%,-11%,-2%,2%,-6%,-8
COc1ccc(C2=NN(C(=O)c3ccccc3)C(c3ccc(OC)c(OC)c3)C2)cc1OC (stereo not given),5%,-14%,i,17%,-1%,7%,74%[activator],9%,-2
N#C/C(=N\Nc1ccccc1)C(=N)N1CCCCC1,-13%,-65%[inhibitor][57.5 µM],i,-5%,-5%,-18%,?,7%,-29
COc1ccc(Cc2nnc(SCC(=O)NCc3ccco3)o2)cc1,-11%,i,i,11%,5%,10%,-2%,9%,25
Cc1cc(-c2n[nH]c(=S)n2/N=C/c2ccc(Br)s2)n[nH]1,-3%,i,i,·,0%,?,12%,24%,-11
COc1ccc(-c2c(C)nc3c(-c4ccccn4)cnn3c2N)cc1,11%,-90%[inhibitor],i,21%,2%,?,?,?,12
COc1cc(-c2noc(C)c2C#CC2(O)CCCCC2)cc(OC)c1OC,3%,-65%[inhibitor],i,16%,?,?,?,-5%,31
O=C(NN1C(=O)/C(=C/C=C/c2ccccc2)SC1=S)c1ccncc1,-2%,-1%,i,-3%,-3%,-8%,1%,-13%,?
CCN(CC(=O)Nc1ccc(NC(C)=O)cc1)CC(=O)Nc1ccccc1C(=O)c1ccccc1,17%,-9%,i,12%,0%,10%,29%,17%,8
CCOC(=O)c1cccc(NC(=O)CCNS(=O)(=O)c2cccc3nonc23)c1,13%&1%,-8%,i,-2%&5%,-1%,-6%&10%,-14%&6%,-6%&-1%,-8
O=C(c1cc(N2CCCCC2)nc2ccccc12)N1CCOCC1,-1%,i,i,15%,-1%,-11%,-14%,4%,27
COC(=O)c1sc(N2C(=O)C(O)=C(C(=O)c3ccc(C)o3)C2c2ccc([N+](=O)[O-])cc2)nc1C (stereo not given),-5%,-25%,i,57%,-3%,4%,-23%,-3%,-25
Cc1ccccc1CNC(=O)c1ccc(CSCc2ccccc2)cc1,-1%,-15%[57.5 µM],i,-7%,0%,21%,?,27%,11
CCCCCC(=O)NC(NC(=S)Nc1ccc(S(N)(=O)=O)cc1)C(Cl)(Cl)Cl (stereo not given),-8%,i,i,25%,-1%,8%,?,-1%,-22

# Some of the compounds tested; count on the stated rates, not on these rows.
